P. falciparum M1AAP: P. falciparum M1AAP inhibitors, biochemical, fluorogenic H-Leu-NHMec substrate, 1536-well (AID 1445); Aminopeptidase N (Plasmodium falciparum (isolate 3D7)); recombinant M1AAP, H-Leu-NHMec fluorogenic kinetic assay; higher % means a stronger effect; one-dose inhibition, % at 30 µM; IC50 in µM for titrated hits; actives 0.42% (n = 220,000);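 active means primary inhibition above the hit cutoff, then over 50% inhibition at one or more dose response concentrations, cut at about 23% in these data, passing the limit was not always enough; inconclusive means conflicting primary data, or primary hits not chosen for dose response; inactive means low primary inhibition, or under 50% at every dose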;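 further: plate controls were DMSO full reaction for no effect and no enzyme background for full effect; strong numbers were not always called active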
K1F lysis inhibition: inhibition of K1F phage lysis, E. coli UTI89, bacterial capsule biogenesis inhibitors, alamar blue (AID 488966); E. coli UTI89 K1F phage lysis, alamar blue, 2 h; higher % means a stronger effect; inhibition, % at 100 µM, or IC50 in µM where a hit was titrated; actives 0.02% (n = 340,000);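 active means phage lysis inhibition, versus mean bacterial control, above a set limit; inconclusive means no clear call, values can overlap the other calls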;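 further: capsule biogenesis inhibitors block K1F phage lysis so surviving cells raise fluorescence; higher fluorescence means more inhibition of phage lysis; actives were called in the ten point dose series up to 300 µM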
PMI inhibitors: inhibitors of human PMI, primary screen, biochemical, fluorescence intensity, coupled assay (AID 1209); Mannose-6-phosphate isomerase (Homo sapiens); purified PMI enzyme, coupled fluorescence intensity; higher % means a stronger effect; one-dose inhibition, % at 20 µM; IC50 in µM for titrated hits; actives 0.42% (n = 190,000);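 further: plate controls were DMSO vehicle for no effect and wells lacking substrate for full effect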
PMI inhibition: human PMI inhibitors, high substrate, primary screen, biochemical, fluorescence intensity, high mannose 6-phosphate (AID 1220); Mannose-6-phosphate isomerase (Homo sapiens); recombinant PMI enzyme, coupled fluorescence intensity; higher % means a stronger effect; inhibition, % at 20 µM; hits with a dose series show IC50 in µM; actives 0.66% (n = 190,000)
West Nile antiviral: West Nile virus antiviral activity, cell-based, CPE readout (AID 1621). one-dose CPE inhibition, % at 10 µM; IC50 in µM for titrated hits. actives 0.02% (n = 290,000). West Nile virus-infected cells, CPE inhibition; higher % means a stronger effect; in the data active means a potency from the dose series; inconclusive means CPE inhibition mostly from about 3.7% at the one dose, without a potency; inactive means the rest, 99 in 100 with CPE inhibition below about 2.2%; further: strong numbers were not always called active
RSV antiviral HEp-2: RSV antiviral activity via CPE protection, HEp-2 cells, primary 10 µM value included (AID 2391) | CPE inhibition, % at 10 µM; hits with a dose series show IC50 in µM | actives 0.13% (n = 310,000) | HEp-2 cells, RSV-induced CPE inhibition; higher % means a stronger effect; in the data active means a potency from the dose series; inconclusive means CPE inhibition mostly from about 23% at the one dose, without a potency; inactive means the rest, 99 in 100 with CPE inhibition below about 21%; further: strong numbers were not always called active
T cell HTS: modulators of CD8 T cell-vesicle binding, primary screen, mouse 2C CD8+ T cells, flow cytometry; 2C CD8+ T cell-vesicle binding; stronger effect = lower value; calls only at 7 µM; actives 0.068% (n = 330,000); AID 2052, 2009;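 active means response, share of CD8 T cells binding vesicles, and their 90th percentile fluorescence all below set limits, cut at about 80% in these data, passing the limit was not always enough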
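Also added: QL9-peptide-loaded Drosophila micro-vesicles bearing Ld, ICAM-1 and B7-1; Test system: purified 2C TCR transgenic mouse naive CD8+ T cells; Measured by: cytometric PE anti-B7-1 and Alexa647 anti-CD8 signals after 1% paraformaldehyde fixation; Timing: binding step 1.5 h, 37 °C, antibody labelling 20 min, ice.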
TNAP activators: human TNAP enzyme activators, primary screen, biochemical, luminescent, no phosphate acceptor, uHTS (AID 1001). one-dose activation fold at 20 µM; EC50 in µM for titrated hits. actives 0.03% (n = 200,000). purified TNAP, luminescent activation assay, no phosphate acceptor; higher activation fold means a stronger effect. Alkaline phosphatase, tissue-nonspecific isozyme (Homo sapiens); in the data active means activation fold from about 3, or a potency from the dose series; inactive means the rest, 99 in 100 with activation fold below about 1.6; further: many of its hits are not listed in these tables
P. falciparum M17LAP: P. falciparum M17LAP inhibitors, primary screen, biochemical, fluorogenic H-Leu-NHMec substrate, 1536-well (AID 1619) | inhibition, % at 30 µM; hits with a dose series show IC50 in µM | actives 0.38% (n = 220,000) | recombinant M17LAP, H-Leu-NHMec fluorogenic kinetic assay; higher % means a stronger effect | Leucine aminopeptidase (Plasmodium falciparum (isolate 3D7));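 active means compound inhibiting the enzyme by more than half at any dose during confirmatory dose-response retesting; inconclusive means strong single-dose inhibitors picked by rank but not retested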;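 further: plate controls were full reaction with DMSO carrier for no effect and no enzyme background for full effect; strong numbers were not always called active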
T cell HTS vesicle-bound %: also measured in T cell HTS; calls as there; double positive events, %; measured here: CD8+ vesicle-bound cell fraction;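 binding gate set so that unloaded-vesicle control wells show 10% double positive cells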
* = called active by the depositor; i = inactive; ? = inconclusive; · = no result given; [ ] = remark or other dose. Unless noted, no stated cut-off is given here; in the data, active means inhibition above about 50%; inactive means the rest.

Screens in order – T cell HTS	P. falciparum M17LAP	West Nile antiviral	TNAP activators	K1F lysis inhibition	T cell HTS vesicle-bound %	PMI inhibitors	P. falciparum M1AAP	PMI inhibition	RSV antiviral HEp-2
> O=[N+]([O-])c1sccc1CS(=O)(=O)c1ccccc1
→ i	-1.9%	0.1%	·	0.6%	23.0	·	5.9%	·	-0.9%
> CC(=O)Nc1ccc(Oc2sc(C(=O)c3ccccc3)c(N)c2C#N)cc1
→ i	9.1%	?	1	-0.4%	34.6	13.1%	8.1%	4.0%	?
> Cc1ccc(C(=O)N2CCN(c3ccccc3F)CC2)cc1S(=O)(=O)N1CCOCC1
→ i	-0.2%	-0.6%	1.1	0.8%	62.1	4.1%	2.7%	2.7%	1.6%
> CC(NC(=O)C(c1ccccc1)c1ccccc1)C(=O)O (stereo not drawn)
→ i	6.0%	0.6%	1.1	1.3%	32.7	7.0%	15.3%	2.2%	0.5%
> Cc1oc(-c2ccc(Cl)cc2)nc1CS(=O)CC(=O)NCc1cccs1 (stereo not drawn)
→ i	14.4%	-0.1%	1.2	3.3%	24.1	5.9%	-0.1%	2.7%	3.2%
> COCCNC(=O)Cn1nc(-c2ccc(C)cc2)ccc1=O
→ i	·	0.1%	·	0.2%	57.4	·	·	·	0.8%
> O=c1cc(Cn2ccnc2)c2cc(O)ccc2o1
→ i	·	0.6%	·	2.5%[50 µM]	11.8	·	·	·	1.7%
> Cc1c(Cl)cccc1NC(=O)Nc1ccc(C(=O)N2CCCC2)cc1
→ i	14.1%	-0.9%	1.2	2.1%	52.4	8.2%	-9.4%	1.8%	2.9%
> O=C(OCc1ccccc1)/C(=C/c1ccc(Cl)cc1)NC(=O)c1ccccc1Cl
→ i	5.3%	0.4%	1.1	0.6%	56.7	11.0%	-9.0%	9.0%	2.9%
> Cc1ccc(S(=O)(=O)N2CCN(C(=O)c3cccs3)CC2)cc1C
→ i	6.4%	-1.3%	1	0.8%	66.0	-2.5%	6.4%	5.9%	14.8%
> N#C/C(=C\c1cn(CC(=O)N2CCCCC2)c2ccccc12)C(=O)NCc1ccc2c(c1)OCO2
→ i	12.3%	-0.5%	0.9	0.6%	51.8	5.2%	0.3%	-8.4%	5.0%
> O=C(Nc1ccc(NC(=O)c2ccc(Cl)cc2Cl)cc1)c1ccc2c(c1)OCO2
→ i	·	0.0%	·	0.7%	62.2	·	·	·	0.7%
> Cc1cc(/C=C(/C#N)C(=O)O)c(C)n1-c1cccc2ccccc12
→ i	·	-0.2%	·	-0.3%	22.7	·	·	·	?
> COCCNC(=O)CCCn1c(=O)c2cc(OC)c(OC)cc2n(CC(=O)NCCC2=CCCCC2)c1=O
→ i	8.6%	-0.3%	1	0.0%	38.1	8.2%	4.9%	15.3%	1.8%
> O=C(NCCc1c[nH]c2ccccc12)C1Cc2ccccc2CN1C(=O)c1ccco1 (stereo not drawn)
→ i	-3.2%	-0.5%	1.1	-0.2%	25.4	-3.3%	0.5%	11.5%	2.2%
> CCC(C)(C)NC(=O)CN(C(=O)CNS(=O)(=O)c1ccc(C)cc1)c1ccc2c(c1)OCCO2
→ i	1.2%	-0.1%	1.1	5.4%	31.4	-6.5%	-3.1%	-0.3%	-0.4%
> O=C(NCCC(c1ccccc1)c1ccccc1)c1cnccn1
→ i	-1.2%	-1.4%	1.2	5.8%	35.4	-7.0%	4.6%	-1.5%	2.8%
> O=C(NC(=O)c1ccccc1)Nc1ccc(-c2cnco2)cc1
→ i	-2.9%	-0.1%	·	·	34.2	·	-0.2%	·	-2.9%
> Cc1cc2c(cc1C)-c1c(ssc1=Nc1ccc(S(N)(=O)=O)cc1)C(C)(C)N2
→ i	-1.4%	0.7%	1.1	-0.1%	7.0	2.6%	2.1%	-2.0%	6.6%
> Cc1cc(C)n(CC(=O)Nc2ccc(N3CCOCC3)c(Cl)c2)c(=O)c1C#N
→ i	·	0.4%	·	0.0%	25.1	·	·	·	1.4%
> CN1CCN(c2nc3c(c(=O)n(C)c(=O)n3C)n2Cc2ccc(Cl)cc2)CC1
→ i	·	-0.2%	·	-0.2%	52.1	·	·	·	1.1%
> CCOC(=O)C1=C(Nc2ccccc2)CC(C)(O)C(C(=O)OCC)C1c1ccc(Br)cc1 (stereo not drawn)
→ i	0.6%	-0.8%	1.1	1.9%[50 µM]	7.6	6.6%	-1.2%	0.5%	12.9%
> Cc1[nH]c2ccccc2c1C(c1ccncc1)N1CCN(c2ccccc2F)CC1 (stereo not drawn)
→ i	3.8%	-1.5%	1	0.2%	63.6	19.3%	-1.2%	13.1%	2.4%
> Cc1nc(-c2ccc(Br)cc2)ccc1C(=O)O
→ i	4.9%	0.4%	1.1	0.7%[50 µM]	40.4	-10.0%	14.3%	-6.4%	1.8%
> COc1ccc(S(=O)(=O)Nc2ccc3c(c2)n(C)c(=O)n3C)cc1OC
→ i	·	0.1%	·	-0.1%	17.1	·	·	·	-0.1%
> Oc1c(N=NC(=S)Nc2ccccc2F)c2ccccc2n1Cc1ccccc1
→ i	4.0%	-0.3%	0.9	0.2%	38.8	-8.5%	15.3%	-11.7%	-1.0%
> Cc1ccc(C)c(OCc2cc(C(=O)N3CC[C@@H]4CCCC[C@H]4C3)no2)c1
→ i	·	-0.2%	·	-0.1%	13.0	·	·	·	5.7%
> CC1=C(C(=O)OC2CCCC2)C(c2coc3ccccc3c2=O)C2=C(CC(C)(C)CC2=O)N1 (stereo not drawn)
→ i	-3.5%	-0.6%	·	0.1%	37.1	·	7.1%	·	-1.0%
> Cc1n[nH]c(C)c1CCCCOc1ccc([N+](=O)[O-])cc1
→ i	·	-0.5%	·	0.6%	56.9	·	·	·	4.9%
> O=C1C(Cl)=C(N2CCCCCC2)C(=O)N1c1ccccc1
→ i	7.2%	-0.2%	1.1	0.2%	12.7	-7.1%	12.9%	-8.3%	0.6%

Reformatted: results already given.
Cc1cc(C)n(CC(=O)Nc2ccc(N3CCOCC3)c(Cl)c2)c(=O)c1C#N
  T cell HTS: i
  P. falciparum M17LAP: ·
  West Nile antiviral: 0.4%
  TNAP activators: ·
  K1F lysis inhibition: 0.0%
  T cell HTS vesicle-bound %: 25.1
  PMI inhibitors: ·
  P. falciparum M1AAP: ·
  PMI inhibition: ·
  RSV antiviral HEp-2: 1.4%

O=C(OCc1ccccc1)/C(=C/c1ccc(Cl)cc1)NC(=O)c1ccccc1Cl
  T cell HTS: i
  P. falciparum M17LAP: 5.3%
  West Nile antiviral: 0.4%
  TNAP activators: 1.1
  K1F lysis inhibition: 0.6%
  T cell HTS vesicle-bound %: 56.7
  PMI inhibitors: 11.0%
  P. falciparum M1AAP: -9.0%
  PMI inhibition: 9.0%
  RSV antiviral HEp-2: 2.9%

CC(=O)Nc1ccc(Oc2sc(C(=O)c3ccccc3)c(N)c2C#N)cc1
  T cell HTS: i
  P. falciparum M17LAP: 9.1%
  West Nile antiviral: ?
  TNAP activators: 1
  K1F lysis inhibition: -0.4%
  T cell HTS vesicle-bound %: 34.6
  PMI inhibitors: 13.1%
  P. falciparum M1AAP: 8.1%
  PMI inhibition: 4.0%
  RSV antiviral HEp-2: ?

Cc1c(Cl)cccc1NC(=O)Nc1ccc(C(=O)N2CCCC2)cc1
  T cell HTS: i
  P. falciparum M17LAP: 14.1%
  West Nile antiviral: -0.9%
  TNAP activators: 1.2
  K1F lysis inhibition: 2.1%
  T cell HTS vesicle-bound %: 52.4
  PMI inhibitors: 8.2%
  P. falciparum M1AAP: -9.4%
  PMI inhibition: 1.8%
  RSV antiviral HEp-2: 2.9%

Next section
Screens in order – T cell HTS	P. falciparum M17LAP	West Nile antiviral	TNAP activators	K1F lysis inhibition	T cell HTS vesicle-bound %	PMI inhibitors	P. falciparum M1AAP	PMI inhibition	RSV antiviral HEp-2
> COc1ccc(NC(=O)CNC(=O)C2CCCCC2)cc1
→ i	·	0.1%	·	0.1%	60.7	·	·	·	-0.3%
> CNS(=O)(=O)c1cc(O)c2c(S(=O)(=O)NC)cccc2c1
→ i	-21.5%	0.4%	1.1	-0.1%	30.4	20.2%	5.3%	10.5%	-0.1%
> CC(C)c1ccc(OCC(=O)Nc2ccc(OC(F)(F)F)cc2)cc1
→ i	2.1%	-0.2%	1	0.4%	36.4	23.3%	22.4%	18.8%	3.8%
> Cc1cccc(-n2cc[nH]c2=S)c1
→ i	10.7%	0.6%	1.2	2.1%	57.8	-30.1%	-0.6%	-46.0%	1.4%
> COc1ccccc1NC(=O)c1[nH]c(C)c(C(C)=O)c1C
→ i	4.7%	-0.2%	1.1	0.2%	30.3	6.5%	-1.0%	6.2%	4.0%
> CCCCn1c(NC(=O)c2ccc(Br)o2)c(S(=O)(=O)c2ccccc2)c2nc3ccccc3nc21
→ i	-9.3%	-0.3%	1.1	-1.8%	7.1	7.7%	8.5%	5.9%	1.5%
> O=[N+]([O-])c1ccc(S(=O)(=O)NCCS(=O)(=O)N2CCN(c3ccccc3)CC2)cc1
→ i	·	-0.7%	·	0.3%	45.0	·	·	·	-1.6%
> O=C(N/N=C/c1c[nH]c2ccccc12)c1cc(Br)ccc1O
→ i	·	0.2%	·	0.3%	64.6	·	·	·	5.5%
> COc1ccccc1/C=C1\SC(=O)N(CCC(=O)NNC(=O)c2ccccc2Cl)C1=O
→ i	14.6%	0.3%	1.2	-6.5%	49.9	3.0%	15.3%	4.2%	2.0%
> CC(C)(C)OC(=O)N1Cc2ccccc2C[C@H]1C(=O)NCC(=O)Nc1ccc2c(c1)OCCO2
→ i	·	-0.4%	·	-0.1%	15.4	·	·	·	2.9%
> O=C(c1ccc2nc3ccccc3c(=O)n2c1)N1CCN(Cc2ccc3c(c2)OCO3)CC1
→ i	-42.7%	-0.9%	1.1	0.5%	11.2	7.9%	9.2%	8.7%	1.0%
> Cc1cc(C(=O)OCC(=O)Nc2ccc(F)cc2[N+](=O)[O-])c2ccccc2n1
→ i	-4.3%	-0.2%	1	-0.1%	60.5	-5.0%	0.4%	-13.7%	13.0%
